# Bioassay records as filed in PubChem.
# Growth percent in the NCI-60 one-dose screen (48 h, 10 µM unless noted): 100 = growth as untreated, 0 = no growth, -100 = all killed.
# NCI-H23: NCI-H23 lung cancer; hit rate 4% among 80,000; AID 1794731
# NCI-H322M: NCI-H322M lung cancer. hit rate 2.7% among 80,000
# NCI-H460: NCI-H460 lung cancer. hit rate 6.8% among 82,000. AID 1794736
# HCT-15: HCT-15 colon cancer. hit rate 5.2% among 82,000. AID 1794746
# COLO 205: COLO 205 colon cancer | hit rate 7.3% among 79,000
# SW-620: SW-620 colon cancer. hit rate 5.2% among 82,000
# NCI-H522: NCI-H522 lung cancer | hit rate 8% among 78,000
# NCI-H226: NCI-H226 lung cancer; hit rate 3.5% among 79,000
# HT29: HT29 colon cancer. hit rate 7.4% among 81,000
# Active calls of the source: *; x = no result given; & = joins results of further samples. The calls were made as follows: active = growth percent below 10; inactive = the rest.
no.	Molecule	HT29	NCI-H322M	SW-620	NCI-H226	NCI-H23	NCI-H522	NCI-H460	HCT-15	COLO 205
1	NCCN1CCOCC1	102	105	111	96	110	86	107	111	116
2	CSc1nc2sc3c(c2c(=O)n1-c1ccccc1)CCC(=O)C3	113	102	77	108	97	45	101	75	108
3	Cc1ccc(S(=O)(=O)c2nc(-c3ccccc3)oc2SCC(N)=O)cc1	86	104	104	98	97	76	104	95	111
4	CC(C)(C)C1CCC(O)CC1 (stereo unspecified)	97	111	95	104	107	90	105	100	106
5	NC(CO)(CO)CO	104&110	99	x	106&105	111&108	110&105	x	104&104	141&108
6	O/N=C(\CSc1nnc(-c2c[nH]c3ccccc23)n1-c1ccccc1)c1ccc(Cl)cc1	4.5*	-49*	-37*	14	47	12	10	-48*	10
7	COc1ccc(C2=Nn3c(nnc3-c3ccc(Cl)cc3N)SC2)cc1	110	109	108	102	105	86	104	96	108
8	CC(=O)c1sc(-c2ccccc2)cc1N	89	97	97	97	101	72	102	95	109
9	Ic1ncnc2c1ncn2C1CCCCO1 (stereo unspecified)	112	111	122	96	110	102	107	104	112
10	COc1ccc(/C=N/n2c(CN3CCOCC3)nc3ccccc3c2=O)cc1	102	105	103	105	103	88	106	101	115
11	COc1cc(-c2nc3sccn3c2-c2ccnc(NCCCNS(=O)(=O)c3ccc(F)cc3)n2)ccc1F	61	102	106	52	53	48	79	45	57
12	COc1cccc(NC(=O)Nc2ccc(Nc3ncnc4sc5c(c34)CCN(C(=O)OC(C)(C)C)C5)cc2)c1	93	90	102	80	89	80	97	102	94
13	COc1cc(-c2nc3ccc([N+](=O)[O-])cc3[nH]2)ccc1OCC(=O)N=Nc1c(O)[nH]c2ccc(Cl)cc12	109	97	100	87	102	87	103	101	120
14	COc1ccc2c(=O)c(C)c(C(=O)N[C@@H](Cc3ccccc3)C(=O)C(=O)NCc3ccccc3)oc2c1	113	97	117	108	100	94	116	102	124
15	O=C(CC1(O)C(=O)N(Cc2ccccc2)c2ccccc21)c1cc2ccccc2oc1=O (stereo unspecified)	109	100	103	72	98	113	103	75	116
16	O=C(Nc1cccc(Cl)c1)Sc1ccccc1	93	x	103	96	95	80	102	96	105
17	CC(=O)OC1C(C)C2CCC13CCC(C)CC23 (stereo unspecified)	96	90	95	91	98	88	102	105	105
18	CC(=O)OC1(C(C)=O)CCC2C3CCC4=CC(=O)CCC4(C)C3CCC21C (stereo unspecified)	94	109	98	90	110	94	100	108	109
19	COc1cc(C(=O)/C=C/c2c(-c3ccc(Cl)cc3)nc3sc(-c4ccccc4)c(-c4ccccc4)n23)cc(OC)c1OC	74	110	71	89	84	82	88	73	69
20	O=Cc1cn(S(=O)(=O)c2ccc(Cl)cc2Cl)c2ccccc12	105	92	93	81	78	96	102	81	108
21	O=C(O)c1ccc(-n2cc(CO)c(-c3ccc(F)c(F)c3)n2)cc1	104	101	105	102	97	89	107	99	104
22	O=C(c1ccc(F)cc1)C(c1c[nH]c2ccccc12)c1c[nH]c2ccccc12	31	91	5.2*	37	x	51	34	7.3*	98
23	Cc1cn2nc(C)sc2n1	103	87	105	92	92	96	110	93	103
24	O=C(Cn1nncc1CN1C(=O)CSC1=O)Nc1ccc(F)cc1	105	102	99	96	97	93	103	102	107
25	O=C1/C(=C/c2ccc(-c3cccc([N+](=O)[O-])c3)o2)SC(=S)N1Cc1ccc2c(c1)OCO2	109	104	108	114	101	104	109	109	114
26	N#Cc1nc(CC(=O)c2ccccn2)c(CC(=O)c2ccccn2)nc1C#N	77	90	98	97	96	104	101	90	107
27	COc1ccc(/C(C)=N/N=C2C(=O)Nc3ccc(Br)cc32)cc1S(N)(=O)=O	86	64	86	71	93	63	76	97	91
28	CC(=Nc1ccccc1)C1=C(O)C(Cc2ccc(O)cc2)NC1=O (stereo unspecified)	1.3*	40	16	15	2.2*	-27*	4.4*	12	-71*
29	CC(O)C(=O)OCCOc1ccc(Cl)cc1Cl (stereo unspecified)	95	100	103	94	102	93	108	109	104
30	COc1ccc(N2C(=O)CC(c3cc(OC)c(OC)c(OC)c3)C3C2=NC(=O)N3C)cc1 (stereo unspecified)	104	105	102	x	110	97	108	102	101

# Entries shown so far containing a Cl atom:
no.	Molecule	HT29	NCI-H322M	SW-620	NCI-H226	NCI-H23	NCI-H522	NCI-H460	HCT-15	COLO 205
6	O/N=C(\CSc1nnc(-c2c[nH]c3ccccc23)n1-c1ccccc1)c1ccc(Cl)cc1	4.5*	-49*	-37*	14	47	12	10	-48*	10
7	COc1ccc(C2=Nn3c(nnc3-c3ccc(Cl)cc3N)SC2)cc1	110	109	108	102	105	86	104	96	108
13	COc1cc(-c2nc3ccc([N+](=O)[O-])cc3[nH]2)ccc1OCC(=O)N=Nc1c(O)[nH]c2ccc(Cl)cc12	109	97	100	87	102	87	103	101	120
16	O=C(Nc1cccc(Cl)c1)Sc1ccccc1	93	x	103	96	95	80	102	96	105
19	COc1cc(C(=O)/C=C/c2c(-c3ccc(Cl)cc3)nc3sc(-c4ccccc4)c(-c4ccccc4)n23)cc(OC)c1OC	74	110	71	89	84	82	88	73	69
20	O=Cc1cn(S(=O)(=O)c2ccc(Cl)cc2Cl)c2ccccc12	105	92	93	81	78	96	102	81	108
29	CC(O)C(=O)OCCOc1ccc(Cl)cc1Cl (stereo unspecified)	95	100	103	94	102	93	108	109	104

# Continued:
no.	Molecule	HT29	NCI-H322M	SW-620	NCI-H226	NCI-H23	NCI-H522	NCI-H460	HCT-15	COLO 205
31	CCCCCC(=O)Oc1ccc(OCc2ccccc2)cc1	95	107	64	105	87	81	90	x	114
32	O=C1/C(=C/c2cc(-c3ccc4c(c3)OCO4)n[nH]2)Cc2ccccc21	100	85	97	95	87	84	100	96	101
33	NC(=O)c1cccc(-n2ccc3cc(NC(=O)Nc4ccc(N5CCOCC5)c(C(F)(F)F)c4)ccc32)n1	4.9*	16	5.0*	-3.9*	12	x	0.5*	10	-48*
34	O=C1CCC(=O)N1O	114	102	103	109	102	110	104	98	115
35	CCn1c(C)nc([N+](=O)[O-])c1Sc1nc(N)nc2nc[nH]c12	29	51	39	44	29	43	11	41	68
36	CC(=O)c1sc(-c2ccc(F)cc2)cc1O	105	98	106	103	96	99	108	98	116
37	CNC1=C([N+](=O)[O-])C(c2ccc(F)cc2)C(C#N)=C(c2ccc[nH]2)O1 (stereo unspecified)	103	97	100	106	101	95	112	95	108
38	O=c1[nH]c(=S)[nH]c2nccnc12	103	120	106	114	100	101	109	108	114
39	CC/C=C/CC	102	113	109	104	111	93	119	102	114
40	c1ccc(N2CCN(c3nncc4ccccc34)CC2)nc1	98	114	104	98	105	99	108	108	106
41	NS(=O)(=O)c1ccc(Nc2ccnc(SCC(=O)c3ccc(Br)cc3)n2)cc1	99	105	102	90	102	82	109	100	111
42	COc1ccc2c3c(c4ccccc4cc13)C(=O)N(CCN(C)CCN)C2=O	-65*	-44*	-67*	-67*	-71*	-77*	-69*	-67*	-83*
43	CC(=O)NC(CS(=O)(=O)Cc1ccc([N+](=O)[O-])cc1)C(=O)O (stereo unspecified)	95	101	105	116	106	84	107	105	115
44	CS(=O)(=O)c1ccc(/C(=N/N=C(N)N)c2ccc(F)cc2)cc1	91	119	60	91	88	81	93	75	88
45	O=C(CC12CC3CC(CC(C3)C1)C2)NCCOCCOCCNC(=O)c1cc2c(o1)C(=O)c1ccccc1C2=O	3.1*	-90*	-28*	-72*	-53*	-49*	-73*	-80*	x
46	CC(=O)NC1=CC2C(O)c3ccccc3N3C(=O)CO[C@]23C=C1 (stereo partly specified)	97	105	101	101	97	86	109	105	126
47	Cc1ccc2oc(=O)cc(-c3nc4ccc(N)cc4[nH]3)c2c1	96	101	107	89	88	69	107	91	102
48	C=CCC(CC)(C(=O)Nc1ccc2nc(C)cc(N)c2c1)C(=O)Nc1ccc2nc(C)cc(N)c2c1	102	109	99	96	100	99	107	99	104
49	CS(=O)(=O)Nc1cccc(-n2c(COc3ccc(Br)cc3)nc3ccccc32)c1	108&119	98&101	130&103	84&113	92&83	91&99	98&117	89&93	82&124
50	CCN(CC)CCOc1cccc(OC)c1	94	110	91	99	101	98	96	86	113
51	N#C/C(=C\c1c(O)ccc2ccccc12)c1ccc([N+](=O)[O-])cc1	74	90	87	56	79	71	85	86	99
52	NC(N)=NCCOc1nc(Oc2ccccc2C(=O)O)cc(-c2ccco2)n1	x	100	106	x	107	96	109	96	108
53	COc1ccc2c(c1)N=C(OCCCCl)Cn1c(=O)cc(C)n1-2	87	x	104	101	94	78	103	102	109
54	CS(=O)(=O)c1ccc(C(=O)c2ccc(F)cc2)cc1	100	92	103	96	94	99	101	97	100
55	Cc1cc(C#Cc2ccc(C(C)(C)C)cc2)ccc1-n1c(/C=C/c2c(Cl)cccc2Cl)nc2ccccc2c1=O	93	93	86	108	98	105	96	91	103
56	COC(=O)C1C2CC3c4[nH]c5cc(OC)ccc5c4CCN3CC2CC(O)C1OC (stereo unspecified)	97&107&106	99&102&103	97&102&99	103&98	105&103&109	101&107&113	106&109&112	98&113&117	97&111
57	Cc1cccc(-c2nc(NC(=O)c3cccnc3N)nc(NC(=O)c3cccnc3N)n2)c1O	106	106	102	92	97	96	103	108	105
58	CCNC1(C(N)=O)CCN(Cc2ccccc2)CC1	102	94	108	89	98	92	105	111	100
59	CC(C)N(C)CCOC(=O)C(c1ccccc1)C1C=CCCC1 (stereo unspecified)	86	96	110	x	97	86	110	100	104
60	Nc1ccc(Oc2c(F)c(F)c(Oc3ccc(N)cc3)c(F)c2F)cc1	108	-4.9*	102	104	97	90	112	87	108

# Of the compounds above, these contain a furan ring, fused or not.
no.	Molecule	HT29	NCI-H322M	SW-620	NCI-H226	NCI-H23	NCI-H522	NCI-H460	HCT-15	COLO 205
25	O=C1/C(=C/c2ccc(-c3cccc([N+](=O)[O-])c3)o2)SC(=S)N1Cc1ccc2c(c1)OCO2	109	104	108	114	101	104	109	109	114
45	O=C(CC12CC3CC(CC(C3)C1)C2)NCCOCCOCCNC(=O)c1cc2c(o1)C(=O)c1ccccc1C2=O	3.1*	-90*	-28*	-72*	-53*	-49*	-73*	-80*	x
52	NC(N)=NCCOc1nc(Oc2ccccc2C(=O)O)cc(-c2ccco2)n1	x	100	106	x	107	96	109	96	108

# (continued)
no.	Molecule	HT29	NCI-H322M	SW-620	NCI-H226	NCI-H23	NCI-H522	NCI-H460	HCT-15	COLO 205
61	Cc1cccc(NC(=O)COC(=O)c2ccc(S(=O)(=O)N3CCCC3)cc2)c1C	113	99	110	111	89	94	107	111	116
62	COc1cc2c(=O)n(CCN(C)C)c3c4cc5c(cc4ccc3c2cc1OC)OCO5	0.6*	-16*	-18*	-98*	-21*	-38*	-32*	-13*	-56*
63	COc1ccc(C2=Nn3c(N=Nc4c(O)[nH]c5ccc(Cl)cc45)nnc3SC2)cc1	74	105	112	x	111	67	115	99	108
64	COC(=O)CC(CC(=O)OC)n1cccc1	107	x	99	100	103	113	107	106	110
65	OC1CCC2CN3CCc4c([nH]c5ccccc45)C3CC2C1 (stereo unspecified)	99	x	97	99	94	110	102	98	100
66	O=C(Nc1cccc(Cl)c1)OCCOC(=O)Nc1cccc(Cl)c1	95	68	94	87	98	37	94	86	100
67	COc1cccc(C(=O)OCCn2nc3c4c(cccc42)C(=O)c2ccccc2-3)c1O	79	54	21	80	44	25	28	28	107
68	Cc1ccc(S(=O)(=O)N2CCC(Cc3cc4ccccc4o3)C2)cc1 (stereo unspecified)	106	93	100	96	103	93	106	102	116
69	Cc1ccc(-c2csc(N(C(=O)N3CCN(c4cc5c(cc4F)c(=O)c(C(=O)O)cn5C4CC4)CC3)c3ccccc3)n2)cc1	3.8*	5.0*	19	7.9*	-0.3*	-0.5*	5.9*	7.6*	8.1*
70	CCOC(=O)CC(c1ccccc1)C(C#N)c1ccccc1 (stereo unspecified)	103	108	95	95	102	96	105	103	100
71	O=C1c2cc(O)c(O)cc2O[C@H](c2ccc(O)c(O)c2)[C@H]1O	96	98	107	103	91	92	111	112	109
72	CC(C)CC(NC(=O)CI)C(=O)O (stereo unspecified)	117	108	112	112	99	96	104	106	116
73	O=c1c2cc(Cl)ccc2nc(SCc2ccccc2)n1-c1ccc(Cl)cc1	74	101	88	90	x	77	97	67	97
74	Cc1ccc(NC(=O)Nc2ncn[nH]2)c(C)c1	108	102	92	102	95	91	97	102	96
75	Clc1ccc(/C=N/c2nnc(-c3ccc(Cl)cc3)o2)cc1	98	103	101	100	96	89	109	104	91
76	COc1ccc(OC(=O)Nc2ccc([N+](=O)[O-])cc2OC)cc1	109	107	105	108	96	96	102	99	137
77	O=S(=O)(Nc1ccccc1)c1ccc(C2CC3(Cl)C(Cl)=C(Cl)C2(Cl)C3(Cl)Cl)cc1 (stereo unspecified)	35	62	31	74	22	30	21	51	29
78	C/C=C/CCC(C)=O	110	100	104	114	96	91	105	108	96
79	Cc1nn(-c2ccc(Cl)cc2)c2c1C(c1ccc(Cl)cc1)C(C#N)=C(N)O2 (stereo unspecified)	106	103	98	98	98	94	105	99	106
80	CC(C)n1c(O)c(N=NC(=O)c2ccc(S(N)(=O)=O)cc2)c2ccccc21	104	102	100	104	102	92	102	102	107
81	Cc1cc(C)c2c(N)c(-c3nc4ccc(Cl)cc4o3)sc2n1	110	102	98	85	95	100	97	98	108
82	COc1ccc(C(=O)/C=C/c2ccc(Oc3ccc(Cl)cc3)cc2)cc1OC	95	91	104	94	89	70	99	81	98
83	Cc1nn(-c2ccccc2)c2c1[C@@H](C)[C@H]1CC3(CC4(C)C[C@@H]3C1(C)c1c(C)nn(-c3ccccc3)c1N4C)N2C (stereo partly specified)	35	111	47	76	65	34	24	41	56
84	C=CCCCC(=O)CCC(=O)OCC1O[C@@H](O[C@@H]2C(O)[C@@H](OC(C)=O)C(C)O[C@H]2O[C@H](CC=C)CCCCC)C(O)[C@@H](OC(=O)/C(C)=C/C)[C@@H]1OC(=O)/C=C/c1ccccc1 (stereo partly specified)	0.4*	40	31	9.3*	35	35	11	21	-8.4*
85	C=C1CCC2C3(C)COC(c4ccc(NC(C)=O)cc4)OC3CCC2(C)C1C/C=C1/C(=O)OCC1O (stereo unspecified)	52	89	77	65	36	30	66	63	83
